High-throughput results as filed in PubChem BioAssay.
V1R ag counter – agonists of human V1a receptor, primary screen, counter-screen for OXTR agonist project, fluorescence, CHO-V1R cells. Vasopressin V1a receptor (Homo sapiens), P37288. Fluo-8 calcium fluorescence, agonist mode; 0% DMSO, 100% 3 nM vasopressin. activation, % at 3 µM. actives 0.25% (n = 320,000). AID 2797, 2010;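 active = activation above the mean activation of all tested compounds plus 3 SD, per screening run, cut at about 20% in these data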;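 note: signal is peak over basal fluorescence ratio across a 100 second FLIPR read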
Target sequence (P37288 whole entry, looked up): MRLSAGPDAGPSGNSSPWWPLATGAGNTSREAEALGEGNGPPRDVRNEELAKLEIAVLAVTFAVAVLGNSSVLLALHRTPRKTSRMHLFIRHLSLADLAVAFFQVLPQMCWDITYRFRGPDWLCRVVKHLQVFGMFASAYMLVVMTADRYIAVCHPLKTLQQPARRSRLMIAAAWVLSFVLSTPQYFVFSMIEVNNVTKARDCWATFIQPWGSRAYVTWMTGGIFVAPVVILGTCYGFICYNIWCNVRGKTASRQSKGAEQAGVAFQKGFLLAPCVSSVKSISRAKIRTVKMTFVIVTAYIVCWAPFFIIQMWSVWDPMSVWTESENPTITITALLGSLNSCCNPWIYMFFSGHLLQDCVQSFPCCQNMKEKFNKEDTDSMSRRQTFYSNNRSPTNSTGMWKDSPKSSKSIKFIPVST
TAAR1 ag – human TAAR1 agonists, primary screen, Fluo-8 calcium fluorescence, CHO RD-HGA16 cells; Trace amine-associated receptor 1 (Homo sapiens), Q96RJ0; vehicle wells 0%, saturating PEA agonist 100%; activation, % at 3 µM; actives 0.99% (n = 360,000);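 active = activation above the mean activation of all test compounds in the run plus 3 SD, cut at about 38% in these data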
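Assay system – CHO-derived RD-HGA16 cells with stable Gα16 and human TAAR1 · Compound dosing – one-point dosing at 3 µM (nominal) · Incubation – 17-24 h seeding, 75 min 37 °C dye, 30 min RT · Measured by – kinetic Fluo-8 calcium fluorescence · Control set – DMSO vehicle as 0%, PEA at EC100 as 100% · Repeats – single well for each compound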
CHO-K1 Ca antag – nonselective inhibitor or artifact in parental CHO-K1 cells. inhibition, % at 3 µM. ATP-induced calcium, Fluo-8 fluorescence. actives 0.6% (n = 360,000). AID 602250;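 active = inhibition above a per-plate cutoff, the plate's mean sample inhibition plus 3 SD, cut at about 24% in these data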;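 note: 0% = DMSO plus EC80 ATP and 100% = DMSO alone without ATP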
TAAR1 antagonist – human TAAR1 antagonists, primary screen, Fluo-8 calcium fluorescence, CHO RD-HGA16 cells | Trace amine-associated receptor 1 (Homo sapiens), Q96RJ0 | antagonist | inhibition, % at 3 µM | actives 1.5% (n = 360,000);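 active = inhibition above a per-plate cutoff, the mean inhibition of test compounds on that plate plus 3 SD, cut at about 49% in these data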;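 note: 0% = DMSO plus EC80 beta-PEA response and 100% = DMSO alone without agonist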
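Test system: hTAAR1-expressing CHO RD-HGA16 cells, Gα16-coupled; Probe or stimulus: EC80 β-phenethylamine stimulus; Compound dosing: single nominal final test compound concentration of 3 µM; Timing: 140 s kinetic read after compound, 140 s after agonist; Signal: Fluo-8 calcium-sensitive fluorescence; Measure: % inhibition of agonist calcium response; Controls: DMSO and EC80 PEA controls.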
OXTR potentiator – human OXTR potentiators, primary screen, fluorescence, CHO-OTR cells, Fluo-8 calcium; Oxytocin receptor (Homo sapiens), P30559; Fluo-8 calcium fluorescence, potentiator mode; 0% = oxytocin EC15, 100% = EC100; activation, % at 3 µM; actives 0.061% (n = 320,000); AID 2445, 2010;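 active = activation above that plate's cutoff, the mean activation of tested compounds plus 3 SD, cut at about 6.6% in these data, passing the limit was not always enough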;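 note: 100% uses oxytocin at 75 nM as the full agonist control; some results filed as inactive read as strong as hits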
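System: human OTR in CHO cells; Also added: sub-maximal oxytocin, roughly EC15; Timing: compound 6 min at room temperature before oxytocin, 100 s read; Technique: Fluo-8 intracellular calcium fluorescence, ex 470-495, em 515-575 nm; Controls: oxytocin EC15 low and EC100 high; Replication: singlicate.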
CHRM1 agonist – human M1 muscarinic receptor agonists, primary screen, Fluo-8 calcium fluorescence, CHO-K1 cells, HTS; CHO-K1 hM1, agonist mode; 0% DMSO, 100% acetylcholine EC100; actives 0.33% (n = 360,000); activation, % at 3 µM;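 active = activation above the run's mean compound activation plus 3 SD, cut at about 16% in these data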;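 note: peak over basal fluorescence ratio within a 140 s kinetic read after compound addition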
Target sequence (P11229 whole entry, looked up): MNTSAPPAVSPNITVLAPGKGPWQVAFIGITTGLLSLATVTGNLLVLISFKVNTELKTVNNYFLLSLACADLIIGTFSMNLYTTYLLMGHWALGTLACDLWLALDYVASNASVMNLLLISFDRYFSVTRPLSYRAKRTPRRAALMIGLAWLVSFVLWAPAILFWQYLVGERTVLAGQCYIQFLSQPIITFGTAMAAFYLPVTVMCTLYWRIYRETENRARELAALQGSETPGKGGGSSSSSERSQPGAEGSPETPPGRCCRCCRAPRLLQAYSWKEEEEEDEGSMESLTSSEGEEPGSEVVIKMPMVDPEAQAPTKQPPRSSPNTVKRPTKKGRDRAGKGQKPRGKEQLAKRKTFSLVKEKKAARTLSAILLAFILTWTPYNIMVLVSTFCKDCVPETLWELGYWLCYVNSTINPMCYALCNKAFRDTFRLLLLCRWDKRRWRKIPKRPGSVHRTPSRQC
M1 PAM parental – nonselective calcium activators in parental CHO-K1 cells, primary screen, counter-screen for M1 PAM project, cell-based, Fluo-8 calcium fluorescence, full deck, 1536-well. ATP EC20; 0% at ATP EC20, 100% at ATP max. activation, % at 3 µM. actives 0.02% (n = 360,000). AID 602247, 2012;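 active = activation above the run cutoff, the mean activation of all test compounds plus 3 SD, cut at about 40% in these data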;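 note: peak over basal fluorescence ratio in a 140 s read after ATP addition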
CHO-K1 Ca ag – counter-screen for M1 agonists: effect in parental CHO-K1 cells. Fluo-8 calcium fluorescence; scaled to maximal ATP response, vehicle zero. AID 602248, 2012. activation, % at 3 µM. actives 0.48% (n = 360,000); in the data active = activation above about 15%;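 note: untransfected CHO-K1 host cells lacking M1 receptor as counterscreen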
CHO parental Ca – ATP-evoked calcium signal inhibitors, parental CHO, primary screen, counter-screen for OX1R antagonist project, cell-based, fluorescence, Fluo-8 calcium dye; parental CHO-K1, ATP-induced calcium, Fluo-8 fluorescence; inhibition, % at 5.6 µM; actives 0.63% (n = 330,000);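 active = inhibition above that plate's mean sample inhibition plus 3 SD, cut at about 26% in these data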;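 note: 0% = ATP-challenged DMSO wells and 100% = DMSO wells without ATP; some compounds past the cut are filed as inactive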
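Assay system – parental CHO cells · Reagent – ATP stimulus · Detection – intracellular calcium via Fluo-8 no-wash fluorescent dye · Evaluation – percent inhibition of ATP-evoked calcium rise, normalized to controls · Controls – ATP wells versus no-ATP DMSO wells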
The depositor's hits bear a star; x = no result given.

SMILES	V1R ag counter	TAAR1 ag	CHO-K1 Ca antag	TAAR1 antagonist	OXTR potentiator	CHRM1 agonist	M1 PAM parental	CHO-K1 Ca ag	CHO parental Ca
CC(C)(C)OC(=O)N1CCN(C(=O)Nc2ccc3c(c2)OCCO3)CC1	0.7	4	-9	1	-7	-3	11	1.1	12
Cn1ncc(Br)c1C(=O)Nc1ccc(F)cc1F	0.3	0	-2	4	-2	-2	9	3.9	-3
COc1ccc(S(=O)(=O)N2CCN(C)CC2)c2ccccc12	0.5	1	-13	-10	3	-1	24	1.2	-15
O=C(O)CC(C(=O)Nc1ccc(Cl)cc1Cl)C1CCCO1 (configuration not stated)	0.5	0	-9	-7	7	-5	18	9.7	-6
NCCCC[C@@H]1NC(=O)c2cc([N+](=O)[O-])cc(I)c2SC[C@@H](C(N)=O)NC(=O)[C@H](CCC(N)=O)NC1=O	-0.6	6	-10	1	-7	-1	10	1.0	-9
Cc1ccc(Nc2c(-c3ccc(N4CCOCC4)cc3)nc3ncccn23)cc1C	0.1	4	-9	14	-3	1	16	0.3	-12
c1ccc(C[n+]2ccc3ccccc3c2)cc1	0.2	-1	17	-4	-5	-7	-14	0.0	-15
COc1ccc(/C(N)=N/OC(=O)c2ccc3ccccc3c2)cc1OC	x	1	-10	34	x	-3	12	0.7	x
O=C1CN(S(=O)(=O)c2cc(C(=O)O)ccc2Cl)c2ccccc2N1	0.8	10	-19	-10	-9	-1	14	1.8	-9
CCCNC(=O)COC(=O)C1CCN(S(=O)(=O)c2ccc3c(c2)OCCO3)CC1	-0.2	0	-3	-29	-11	-1	-2	0.7	8
c1ccc(CN2CN=C(Nc3nc4ccccc4s3)NC2)cc1	0.4	2	-7	4	-1	-5	22	1.1	-13
O=C(NCc1ccccn1)c1ccc(CNS(=O)(=O)c2ccc(F)cc2)cc1	-0.3	5	-10	18	4	-4	27	2.2	3
O=C(Nc1ccc2c(c1)OCCO2)N1CCOCC1	-0.4	0	18	-8	-5	-1	-20	-0.1	-1
COC(=O)c1ccccc1NC(=O)CSc1nnc(-c2ccc(OC)cc2)n1C	-0.7	0	-5	-6	-8	-5	13	0.7	-21
Cc1cc(C(=O)NC2CC(C)(C)Cc3c2cnn3-c2cccc(F)c2)nn1C (configuration not stated)	1.6	1	-2	-13	-12	-2	6	-0.2	-6
N#CC1(Nc2ccc3c4c(cccc24)CC3)CCCCC1	x	5	36*	-10	x	8	-7	41*	x
CCCNC(=O)COC(=O)c1n[nH]c2ccccc12	0.6	2	-10	-6	-4	-5	15	1.1	1
CSc1nc2ccccc2n1C(=O)NC1CCCCC1	5.9	9	-4	3	-18	0	2	0.2	-2
NC(=O)[C@@H]1CC2(CC(c3cccc(NC(=O)[C@@H]4CCC(=O)N4)c3)=NO2)CN1C(=O)Cc1ccc([N+](=O)[O-])cc1 (some centres not stated)	0.0	3	-8	3	0	-5	0	-0.2	-10
CCCc1cc(-c2ccc3c(c2)COc2c4ccccc4nn2-3)on1	0.9	7	-14	4	-3	-5	12	0.8	-24

Quoted from the listing:
M1 PAM parental with c1ccc(C[n+]2ccc3ccccc3c2)cc1 → -14
TAAR1 antagonist with O=C(NCc1ccccn1)c1ccc(CNS(=O)(=O)c2ccc(F)cc2)cc1 → 18
M1 PAM parental with COc1ccc(/C(N)=N/OC(=O)c2ccc3ccccc3c2)cc1OC → 12
TAAR1 ag with NCCCC[C@@H]1NC(=O)c2cc([N+](=O)[O-])cc(I)c2SC[C@@H](C(N)=O)NC(=O)[C@H](CCC(N)=O)NC1=O → 6
CHO-K1 Ca ag with CCCNC(=O)COC(=O)C1CCN(S(=O)(=O)c2ccc3c(c2)OCCO3)CC1 → 0.7

The listing continues:
SMILES	V1R ag counter	TAAR1 ag	CHO-K1 Ca antag	TAAR1 antagonist	OXTR potentiator	CHRM1 agonist	M1 PAM parental	CHO-K1 Ca ag	CHO parental Ca
O=C(Oc1ccccc1)n1c(=S)oc2ccccc21	2.0	1	-16	-1	-9	-3	18	0.4	-5
CCn1cc(-c2cc(C(=O)O)c3ccccc3n2)c(C)n1	-0.1	2	-14	-17	-1	-9	21	0.7	2
O=C1N=C(N2CCOCC2)SC1=Cc1ccco1	x	1	-10	14	x	-1	11	0.6	x
CC(C)c1ccc(NC(=O)CCC(=O)NCc2ccco2)cc1	0.9	0	-9	4	-2	-4	11	-0.3	-6
O=S(=O)(Nc1nc2ccccc2nc1Cl)c1ccc(Br)cc1	5.1	4	-16	28	-10	-1	13	3.3	18
O=C(NCc1ccc(F)cc1)C1CCC(CNS(=O)(=O)c2ccccc2)CC1 (configuration not stated)	2.5	8	-12	16	-4	-7	13	5.2	-15
Cn1cc(S(=O)(=O)N2CCCC2)cc1C(=O)NCc1ccccc1	0.1	2	9	-1	0	0	-13	-0.2	-7
Cc1ccc(C)c(NS(=O)(=O)c2ccc(-c3cnc(C4CC4)o3)cc2)c1	3.6	3	6	18	-9	-1	-11	4.9	-10
CCC1CN(C(=O)N2CCC(C(=O)NCCc3ccccc3OC)CC2)c2ccccc2O1 (configuration not stated)	8.0	13	-17	75*	-12	3	21	4.2	-13
CS(=O)(=O)Nc1ccc(-c2cnc3cccnn23)cc1	x	7	-18	-23	x	3	16	0.1	x
Cc1ccc(N2C(N)=C(C#N)C(c3cccnc3)C3=C2CC(C)(C)CC3=O)cc1 (configuration not stated)	0.2	7	-3	3	-7	-3	3	-0.2	-24
CCOC(=O)c1c(NC(=O)COC(=O)CCOc2cc(C)ccc2C)sc(C(=O)N(C)C)c1C	x	2	-19	-23	x	-7	17	0.5	x
CC1=C(C(=O)Nc2cccnc2)C(c2ccncc2)n2nnnc2N1 (configuration not stated)	0.8	11	-12	2	-2	-5	15	0.2	-1
CCc1nn(C(C)C(=O)NCCN2CCN(c3cccc(C)c3C)CC2)c(=O)c2cc3occc3n12 (configuration not stated)	-1.3	6	-2	-5	-22	-2	25	1.5	-69
COc1ccc(-c2csc(C(C)(O)c3ccccc3)n2)cc1 (configuration not stated)	x	-2	-6	10	x	-4	11	4.6	x
CCn1c(CNC(=O)c2cccc(C)c2)nnc1SCC(=O)NC1=NCCS1	0.2	0	-8	-11	-4	-1	-15	-0.5	-8
CCC1(C)Cc2c(sc(NC(=S)NC(=O)c3ccccc3)c2C#N)CO1 (configuration not stated)	0.1	2	-14	-12	-7	-6	15	0.3	2
OC(CNCc1ccc(F)cc1)(c1ccccc1)c1ccc(F)cc1 (configuration not stated)	1.3	17	-15	-12	-2	-7	22	1.8	-21
Cc1c(C(=O)NCc2ccc(F)cc2)c(-c2ccccc2)nn1-c1ccccc1	-0.7	31	-13	26	-5	-6	13	0.4	-11
CCOc1ccc(N(CC(=O)NCCCOC)S(C)(=O)=O)cc1	4.0	0	-8	7	-11	-5	13	0.1	-10

Overlap with the part before: 2 compounds, followed by the next part.
SMILES	V1R ag counter	TAAR1 ag	CHO-K1 Ca antag	TAAR1 antagonist	OXTR potentiator	CHRM1 agonist	M1 PAM parental	CHO-K1 Ca ag	CHO parental Ca
Cc1c(C(=O)NCc2ccc(F)cc2)c(-c2ccccc2)nn1-c1ccccc1	-0.7	31	-13	26	-5	-6	13	0.4	-11
CCOc1ccc(N(CC(=O)NCCCOC)S(C)(=O)=O)cc1	4.0	0	-8	7	-11	-5	13	0.1	-10
CC(C)NC(=O)C1(C)CCN1CCC(=O)c1ccccc1 (configuration not stated)	x	1	-4	-3	x	0	9	-0.2	x
COc1cc(/C=N/Nc2cccc(C)c2)ccc1OC(=O)c1ccco1	0.3	-1	4	-12	-9	0	6	0.2	-4
CSc1ccc(Cn2c(C)c(C(=O)NCc3ccc(C(C)C)cc3)sc2=O)cc1	x	0	3	18	x	-1	-3	-0.1	x
CC1(C)NC(=O)N(CC(O)Cn2nnc3ccccc32)C1=O (configuration not stated)	1.6	3	6	-7	-1	-1	3	0.3	-15
Fc1ccc(-c2cc3nc(-c4ccccc4)cc(N4CCOCC4)n3n2)cc1	-1.2	17	-24	0	4	3	12	-0.1	-13
c1ccc(CN2CCC3CC2c2ccc(N4CCOCC4)cc23)cc1 (configuration not stated)	x	0	-11	0	x	-10	16	0.9	x
Cn1c(=O)[nH]c(=O)c2c1nc(N(CCO)Cc1ccccc1)n2CCCc1ccccc1	2.0	10	5	1	-8	-3	2	3.7	-19
Nc1cccc(CP(=O)(c2ccccc2)c2ccccc2)c1	-0.3	8	1	-5	-4	-6	3	0.1	-15
CCOc1ccc(NS(=O)(=O)c2ccc(-c3ccc(=O)[nH]n3)o2)cc1	0.9	0	-13	4	-7	-1	9	0.2	-5
N#CCC1c2ccccc2CCN1C(=O)Nc1cccc(Cl)c1 (configuration not stated)	1.9	7	-6	0	-2	-5	15	5.5	-4
O=C(COc1ccccc1F)Nc1ccc2[nH]c(=O)[nH]c2c1	0.8	2	5	5	-9	-1	19	1.0	4
CC1(C)Cc2c(sc3nnn(Cc4ccc(Cl)cc4)c(=O)c23)CO1	-1.0	7	-8	-2	-2	-7	19	2.4	-25
CS(=O)(=O)c1ccc(Cl)c(NC(=O)CSc2nnc(-c3cccs3)n2N)c1	-0.8	0	-22	4	-4	-5	2	0.1	-15
Cc1ccc(CN(C)C(=O)CN2C(=O)NC3(CCCC3)C2=O)o1	0.1	6	-13	-5	-5	-1	21	-0.1	2
CCOc1ncccc1C(=O)OCC(=O)Nc1nnc(-c2ccccc2)o1	0.0	0	3	-6	-1	1	3	0.6	-1
COc1ccc(-c2nc3c(-c4ccccc4)cnn3cc2C)cc1F	1.1	-1	-16	6	-3	-5	18	0.6	-12
CCCCNC(=O)C1(C)CCCCN1C(=O)c1ccc2c(c1)C(C)(C)CCC2(C)C (configuration not stated)	x	17	-9	-12	x	-3	28	1.2	x
CCN(c1ccccc1)S(=O)(=O)c1ccc2[nH]c(=O)[nH]c2c1	0.6	2	-4	1	-10	-8	5	0.4	-12
O=C(/C=C/c1cc2c(cc1Br)OCO2)NCc1ccc(F)cc1	0.5	17	-4	7	-3	-3	13	3.9	-12
O=C(NCCN1C(=O)S/C(=C\c2ccc(OC(F)F)cc2)C1=O)c1cnccn1	1.8	8	-2	24	-7	-3	10	4.3	-1
S=C(NCCc1ccccc1)NCCN1CCOCC1	0.7	2	-3	8	1	-7	3	0.2	5
